EP2 mod – modulates human prostaglandin E2 receptor EP2 signaling. P43116. EP2-expressing cells, cAMP HTRF FRET, PGE2 co-stimulation. induction, % at 25 µM. actives 0.83% (n = 260,000). AID 940;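 active = compounds whose cAMP rise, as percent of the full-agonist control response, exceeds 60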;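 also: rat C6 glioma line stably carrying human EP2 under a CMV promoter; the protocol text gives 20 µM as final concentration; 100% = response of wells given 1 µM PGE2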
Target sequence (P43116 whole entry, looked up): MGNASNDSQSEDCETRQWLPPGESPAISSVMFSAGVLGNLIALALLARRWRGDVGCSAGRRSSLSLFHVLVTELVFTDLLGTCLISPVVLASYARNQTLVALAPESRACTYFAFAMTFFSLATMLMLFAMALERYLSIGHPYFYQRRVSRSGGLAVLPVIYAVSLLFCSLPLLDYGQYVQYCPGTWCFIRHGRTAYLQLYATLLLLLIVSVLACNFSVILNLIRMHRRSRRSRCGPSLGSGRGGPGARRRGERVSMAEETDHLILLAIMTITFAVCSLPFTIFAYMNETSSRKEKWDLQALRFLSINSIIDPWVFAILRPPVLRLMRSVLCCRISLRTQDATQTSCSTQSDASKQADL
EP2 antag – blocks the human prostaglandin E2 receptor EP2; inhibition, % at 25 µM; AID 1422; actives 0.52% (n = 260,000); P43116; C6 glioma cells expressing human EP2, cAMP TR-FRET; cells stimulated with saturating PGE2;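 active = percent inhibition above 40 after rounding to a whole number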;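 also: rat C6 glioma host cells with rolipram phosphodiesterase inhibitor present; the protocol text gives 20 µM as final concentration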
Starred values were filed as active, the others as inactive; & = joins results of further samples. Some of the compounds tested; count on the stated rates, not on these rows.

The line under a structure holds: EP2 mod, EP2 antag
Cc1ccc(NCc2nnc(SCC(=O)OC(C)C)n2C)cc1Cl
→ -56, 4
Cc1c(C(=O)NCCCc2ccccn2)nnn1-c1ccccc1
→ -27, 7
CC1(C)CC(=O)C2=C(C1)OC(N)=C(C#N)C2c1ccc(-c2ccc(F)cc2)o1 (centres undefined)
→ -97, 23
O=C(CCCSc1nc(-c2ccco2)cc(C(F)(F)F)n1)NC1CCCCCC1
→ -90, 5
COc1ccccc1NC(=S)N1CCC(NC(=O)c2ccc(F)cc2)CC1
→ -13, 7
O=C(O)c1cccc2cccc(-c3cccc4cccc(C(=O)O)c34)c12
→ 15, 10
CC1CCCC(C)N1C(=O)CSc1nnc(-c2ccncc2)n1C (centres undefined)
→ 2, 14
Cc1nnc(NCc2ccccc2)c2ccccc12
→ -36, 10
O=c1c2ccccc2sc2c(CO)ccc(NCCN3CCCCC3)c12
→ -42, 58*
CO[C@]12C[C@@H](COC(=O)c3cncc(Br)c3)CN(C)[C@@H]1Cc1cn(C)c3cccc2c13
→ -24, 17
Cc1ccccc1Cc1cnc(NC(=O)C2(C)Cc3ccccc3C(=O)O2)s1 (centres undefined)
→ -14, 9
CCn1c(SCC(=O)Nc2cc(OC)cc(OC)c2)nnc1-c1ccncc1
→ -1, 8
CC(=O)C1=C(O)C(=O)NC1c1ccc(C)cc1 (centres undefined)
→ 19, 10
CCn1c(SCC(=O)Nc2ccccc2F)nnc1-c1cccnc1
→ -4, 11
CCOc1cc(C)c(C2C(C#N)=C(N)OC3=C2C(=O)CC(C)(C)C3)cc1C(C)C (centres undefined)
→ 9, 13
Cc1ccc(NC(=S)N(Cc2cc3c(C)cc(C)cc3[nH]c2=O)CC2CCCO2)c(C)c1 (centres undefined)
→ 44, 10
COc1ccc(N2CCN(C(=O)CN(c3ccccc3C)S(C)(=O)=O)CC2)cc1
→ -5, 11
CC(=O)Nc1cc2c(cc1NC(=O)c1ncoc1-c1ccccc1F)OCCO2
→ -30, 6
CC(C)(C)c1nc(SCC(=O)c2ccc(F)cc2)c2ccccc2n1
→ 69*, 7
CC1(C)CC2C1CCC1(C)OC1CCC2(C)O (centres undefined)
→ 6, 9
COCCNS(=O)(=O)c1ccc(S(=O)(=O)N2CCCCC2)cc1
→ -30, 13
COc1ccc(-c2nc3ccccn3c2NC2CCCC2)cc1O
→ -10, 19
CC(C)c1ccccc1NC(=O)c1cccs1
→ -23, 9
Cc1ccc2c(c1)cc(CN(Cc1cccs1)C(=O)C1CC1)c1nnnn12
→ 50, 6
CCn1c(SCC(=O)Nc2cc(C)cc(C)c2)nc2c1c(=O)n(C)c(=O)n2C
→ 29, 7
O=C(Nc1nnc(-c2cccnc2)s1)C1CCC1
→ -27, 14
Cc1cc(C)cc(N(CC(=O)N2CCC(C(N)=O)CC2)S(C)(=O)=O)c1
→ -17, 10
CC(NC(=O)C1(c2cccc(F)c2)CCCC1)c1nc(-c2cccnc2)n[nH]1 (centres undefined)
→ -30, 7
CCOC(=O)CNC(=O)CSc1nnnn1-c1ccc(CC)cc1
→ -1, 10
O=S(=O)(Cc1ccccc1)N1CCN(C2CCCCCC2)CC1
→ -40, 7
CCc1cc(=O)[nH]c(NC2CCN(C(=O)C3(c4ccc(OC)cc4)CC3)CC2)n1
→ 31, 4
COc1ccc2sc(NC(=O)c3cccc4ccccc34)nc2c1
→ -76, 9
Cc1ccc2cc(CN(Cc3ccc(F)cc3)C(c3nnnn3C3CCCC3)C(C)C)c(=O)[nH]c2c1 (centres undefined)
→ 15, 7
C=CCN1C(=O)CC(C(=O)OC)=C1C
→ -4, 11
CC(NC(=O)Cn1cc(C(=O)c2ccco2)c2ccccc21)c1ccccc1 (centres undefined)
→ -50, 7
Cc1cccc(C)c1NC(=O)CSc1nc2ccccc2c(=O)n1CC1CCCO1 (centres undefined)
→ -51, 9
COc1cc2ccccc2cc1C(=O)Nc1ccc(CN2CCOCC2)cc1
→ -117, 26
O=C(Nc1ccc(C(F)(F)F)cc1)N1C2CCC1CC(O)(c1cccnc1)C2 (centres undefined)
→ -42, 18
Nc1nc(OCc2ccccc2)c2[nH]cnc2n1
→ -4, 14&13
CCOC(=O)c1csc(NC(=O)CSc2nnnn2-c2ccc3c(c2)OCO3)n1
→ -78, 7
CCn1cc(CNC(=O)c2cnn3c(C(F)F)cc(-c4ccc(C)cc4)nc23)cn1
→ 4, 9
COCC(=O)N(Cc1cc2cc(C)ccc2[nH]c1=O)c1ccc(C)cc1
→ 11, 11
Cc1ccc(OCCCC(=O)Nc2nnc(C3CCCCC3)s2)cc1
→ 0, 14
Cc1nn(C)cc1CN1CCc2nc(N3CCCC(C)C3)[nH]c(=O)c2C1 (centres undefined)
→ -4, 8
COc1ccccc1NC(=O)c1sc2ncn(C(C)C(=O)OC(C)C)c(=O)c2c1C (centres undefined)
→ 1, 8
CC1CCCCN1C(=O)CSc1nc(-c2ccco2)cc(C(F)(F)F)n1 (centres undefined)
→ 33, 20
COc1ccc(N(CC(=O)NCc2ccccc2)C(=O)CCC(=O)Nc2ccccn2)cc1
→ -43, 7
CCn1c(=O)oc2cc(S(=O)(=O)NCC3(c4ccccc4)CCCC3)ccc21
→ -32, 6
CC(=O)Nc1ccc(S(=O)(=O)N2CCC(O)(c3ncccc3C)CC2)cc1
→ -63, 6
Cc1cc2cc3c(cc2n2c(=O)n(CC(=O)N(C)C4CCCCC4)nc12)OCO3
→ 8, 11

Continued:
The line under a structure holds: EP2 mod, EP2 antag
COc1cccc(N(CC(=O)NCc2ccco2)S(=O)(=O)c2ccc(C)cc2)c1
→ 9, 12
COc1ccc(S(=O)(=O)N2CCC(NC(=O)c3ccc(F)cc3)CC2)cc1
→ -10, 7
CC(C(=O)N1CCC2(CC1)NC(=O)c1cccnc1N2C)n1nnc2ccccc21 (centres undefined)
→ -30, 4
COc1ccc(C(=O)c2sc3nc4c(c(-c5cccs5)c3c2N)CN(C)CC4)cc1OC
→ -1, 10
Cc1ccc2cc(CN(Cc3cccnc3)S(=O)(=O)c3ccc(Cl)cc3)c(=O)[nH]c2c1C
→ -27, 12
O=C(Nc1ccc(S(=O)(=O)NCC2CCCO2)cc1)c1ccc(Cl)c(Cl)c1 (centres undefined)
→ -33, 8
COc1ccc(CCn2nnnc2CN2CCN(c3ccc(F)cc3)CC2)cc1OC
→ -14, 4
Nc1nc(N)nc(CCCc2nc(N)nc(N)n2)n1
→ 13, 7
Cc1cccc(OCC(=O)Nc2ccc3oc(=O)ccc3c2)c1
→ -66, 10
CCCCCC1C(=O)CCC1CC(=O)OC (centres undefined)
→ 13, 10
COc1ccc(NC(=O)c2ccco2)cc1NC(=O)COc1ccc(Cl)cc1Cl
→ -18, 16
COc1ccc(F)cc1S(=O)(=O)NCc1ccco1
→ -19, 5
Cc1ccc(C)c2[nH]c(=O)c(CN(Cc3ccc(F)cc3)Cc3nnnn3C3CCCC3)cc12
→ 37, 10
CC1CN(C(=O)Cn2ncc3cccn3c2=O)CC(C)O1 (centres undefined)
→ -30, 7
Cc1cccc(C(=O)Oc2ccc3c4c(c(=O)oc3c2)CCC4)c1
→ 19, 7
O=C(C[n+]1ccc(-c2ccncc2)cc1)c1ccccc1
→ -23, 16
CCOc1ccc2[nH]c(C(=O)N3CCCC(O)(c4ccccc4OC)C3)cc2c1 (centres undefined)
→ -106, 19
CCOc1ccc(OCCn2c(SCC(N)=O)nc3ccccc32)cc1
→ -26, 9
CCOc1ccc2[nH]c(=O)c(CN(CCO)C(=O)c3ccc(C)cc3)cc2c1
→ -64, 10
COC(=O)CSc1nnc(-c2ccc(OC)c(OC)c2)n1C
→ -38, 15
O=C(O)CCC(C(=O)O)N1C(=O)c2ccccc2C1=O (centres undefined)
→ 1, 14
CCn1c(COc2ccc(Cl)cc2)nnc1SCC(=O)Nc1cccc2ccccc12
→ -25, 15
O=C1CC[C@@H](NCc2ccco2)[C@H](c2cc(F)cc(F)c2)N1
→ -45, 3
COc1ccc(C(=O)CC2(O)C(=O)N(CCCC#N)c3ccccc32)cc1OC (centres undefined)
→ -5, 11
CCc1ccc2[nH]c(=O)c(CN(CCN(C)C)C(=O)Nc3ccccc3Cl)cc2c1
→ -18, 11
CCCNC(=O)N1CCC(c2nc3ccccc3s2)CC1
→ 7, 9
NC(N)=N/N=C/c1ccc(C2CCNCC2)cc1
→ 19, 15
Cc1cc2cc(CN(CC3COCCO3)S(=O)(=O)c3ccccc3F)c(=O)[nH]c2cc1C (centres undefined)
→ -32, 28
CC(C)(C)NC(=O)CN(C(=O)CNC(=O)c1cccs1)c1ccc(F)c(Cl)c1
→ -12, 11
CCn1c(SCC(=O)NC(C)(C)C)nnc1-c1cccc(C)c1
→ 0, 7

Reformatted: entries from further up.
Structure	EP2 mod	EP2 antag
O=C(Nc1nnc(-c2cccnc2)s1)C1CCC1	-27	14
Cc1cc(C)cc(N(CC(=O)N2CCC(C(N)=O)CC2)S(C)(=O)=O)c1	-17	10
CC(NC(=O)C1(c2cccc(F)c2)CCCC1)c1nc(-c2cccnc2)n[nH]1 (centres undefined)	-30	7
CCOC(=O)CNC(=O)CSc1nnnn1-c1ccc(CC)cc1	-1	10
O=S(=O)(Cc1ccccc1)N1CCN(C2CCCCCC2)CC1	-40	7

Next compounds follow:
The line under a structure holds: EP2 mod, EP2 antag
c1ccc(Cn2nnnc2CN2CCSCC2)cc1
→ -6, 12
COc1ccc2c(c1OC)OC[C@@H](c1ccc(OC)c(OC)c1OC)C2
→ 17, 7
COc1ccc(C(c2nnnn2Cc2ccc(F)cc2)N2CCN(C3CCCCC3)CC2)cc1OC (centres undefined)
→ 1, 4
O=c1[nH]c2cc3c(cc2cc1CN(Cc1ccco1)C(=S)NCC1CCCO1)OCO3 (centres undefined)
→ 22, 6
COc1ccc(C2CCN(CC(=O)NCc3ccco3)CC2)cc1
→ -63, 4
COc1cccc(-c2nc(C(N)=O)c3[nH]c(=O)n(CCc4ccccc4)c3n2)c1
→ -4, 8
COc1ccc(NC(=O)c2sc3nc(-c4ccncc4)ccc3c2N)cc1OC
→ -25, 9
CC(C)(C)OC(=O)N1CC=C2C(C1)C(c1cccc(F)c1)C(C#N)=C(N)C2(C#N)C#N (centres undefined)
→ -7, 14
CCC(C)C(=O)Nc1nnc(Cc2ccc(OC)c(OC)c2)s1 (centres undefined)
→ -23, 3
CC1Cc2ccccc2N1C(=O)CSc1nnc(NC(=O)CCCl)s1 (centres undefined)
→ 15, 9
COc1cc(C(=O)NC2CCN(CC(=O)NC3CCCCC3)CC2)cc(OC)c1OC
→ 16, 9
Oc1cc(O)c2c(c1)O[C@H](c1cc(O)c(O)c(O)c1)[C@H](O)C2
→ -15, 12
CCCC(c1nnnn1C(C)(C)C)N(Cc1ccccc1)Cc1cc2ccc(C)cc2[nH]c1=O (centres undefined)
→ 37, 17
O=C(NC1CCCC1)C(c1ccncc1)N(Cc1ccccc1F)C(=O)c1csnn1 (centres undefined)
→ -10, 12
Cc1ccc(Cn2cnc3sc(C(N)=O)c(C)c3c2=O)cc1
→ -26, 8
COC(=O)CC1OC(=O)c2ccccc21 (centres undefined)
→ 11, 10
O=C(c1cc2ccccc2oc1=O)N(C1CCCCC1)C1CCCCC1
→ -19, 10
NS(=O)(=O)c1ccc(NCc2cnc3ccccc3c2)cc1
→ 8, 7
O=C(NNC(=O)c1ccncc1)Nc1ccccc1
→ -8, 6
COc1ccc(OC)c(NC(=O)CSc2nnc(-c3ccco3)n2C)c1
→ -13, 6
COCCn1nnnc1C(c1cc2cc(OC)c(OC)cc2[nH]c1=O)N1CCC(C)CC1 (centres undefined)
→ -15, 14
COc1ccc2nc3sc(C(=O)Nc4c(C)cccc4C)c(N)c3cc2c1
→ -73, 13
CCN1CCN(c2ccc(NC(=O)c3ccc(OC)c(OC)c3)cc2Cl)CC1
→ -59, 11
CCC(c1nnnn1Cc1cccs1)N1CCN(c2ccccc2F)CC1 (centres undefined)
→ 32, 16
Cc1cc2cc(C(=O)NCCS(=O)(=O)NC3CCCCC3)ccc2o1
→ -32, 12
Cc1cc2cc(CN(Cc3ccco3)C(=S)NCCCN(C)C)c(=O)[nH]c2cc1C
→ -60, 16
COCCN=C1Sc2nc3cc4c(cc3cc2CN1CCc1ccccc1)OCO4
→ 55, 10
COc1ccccc1NC(=O)CSc1nnc2c3c4c(sc3nc(C3CC3)n12)CCCC4
→ 24, 24
CC(C)c1ccc(NC(=O)N2CCC(c3nc4ccccc4[nH]3)CC2)cc1
→ -23, 3
CC(C)OCCCN(Cc1ccc2ncccc2c1)Cc1ccccn1
→ 4, 3
CCOc1ccc2[nH]c(=O)c(CN(Cc3ccc4c(c3)OCO4)C(=O)c3cccc(OC)c3)cc2c1
→ -17, 24
CC(C)C(=O)C(C)(C)CCc1ccccn1
→ 8, 13
COc1ccc(S(=O)(=O)N2CCN(Cc3ccccc3)CC2)cc1Cl
→ -15, 5
COc1cc(C(=O)Nc2sc3c(c2C(=O)NCC2CCCO2)CCCC3)cc(OC)c1OC (centres undefined)
→ 18, 14
Cc1cc(C)n2nc(C(=O)N3CCCC34CC=CC4)cc2n1
→ -44, 1
Cc1cc(C)c2nc(SCC(=O)Nc3nc(C)cs3)c(C#N)cc2c1
→ 9, 17
COc1ccc(NC(=O)NC2CC3CCCC(C2)N3Cc2ccco2)cc1 (centres undefined)
→ -82, 15
CCN1CCN(C(=O)c2c(NC(=O)c3ccco3)sc3c2CCCC3)CC1
→ 7, 7
OC(CC#CCN1CCCC1)(c1ccccc1)C1CCCC1 (centres undefined)
→ -41, 10
CCC(=O)N(CCO)Cc1cc2cc(C)ccc2[nH]c1=O
→ -13, 10
Cc1sc2ncnc(NC(C(=O)O)C(C)C)c2c1C (centres undefined)
→ 9, 6
COc1ccc(C(=O)N2CCN(Cc3nc4sc5c(c4c(=O)[nH]3)CCC(C(C)(C)C)C5)CC2)cc1 (centres undefined)
→ -23, 9

Compound profiles, from the list above. Order of values: EP2 mod, EP2 antag
Profile of COc1ccc(S(=O)(=O)N2CCN(Cc3ccccc3)CC2)cc1Cl → -15, 5
Profile of COc1cc(C(=O)Nc2sc3c(c2C(=O)NCC2CCCO2)CCCC3)cc(OC)c1OC (centres undefined) → 18, 14
